KCNK3 block = human KCNK3 channel inhibitors, primary screen, CHO cells, FluxOR thallium flux, B-score; Potassium channel subfamily K member 3 (Homo sapiens), O14649; FluxOR fluorescence; stronger effect = lower value; B-score at 10 µM; hit rate 0.84% among 340,000; AID 602410, 2012;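 active means B-score under library mean minus 4 SD, starting fluorescence ratio at most library mean plus 5 SD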;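 further: more negative B-score means stronger inhibition of thallium flux through KCNK3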
Platelet DG rel = inhibitors of platelet dense granule secretion, primary screen, cell-based, MLPCN, human platelets; inhibition, %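 (compounds screened at 7.5 µM in platelet-rich plasma)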; AID 1663, 2009; human platelet-rich plasma, SFLLRN dense granule ATP release, luminescence; hit rate 0.22% among 300,000;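 active means mean replicate score, as percent of positive control, at or above 50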
PolyA inh = polyadenylation inhibitors in yeast reporter cells, primary screen, luminescence, S. cerevisiae; hit rate 0.02% among 300,000; S. cerevisiae SKY197-pL101 polyadenylation reporter, beta-gal luminescence; efflux-impaired pdr1/pdr3 knockout yeast; score 100 = 6 SD above DMSO; calls only at 12 µM;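 active means lowest replicate activity score at least 50, where 100 means six control SD above control mean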;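 further: yeast exposed to compound for 9 h at 30 °C; higher score means more reporter readthrough which indicates perturbed polyadenylation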
KCNK9 inh = KCNK9 potassium channel inhibitors, primary screen, HEK293 cells, thallium flux | B-score at 10 µM | Potassium channel subfamily K member 9 (Homo sapiens), Q9NPC2 | AID 488922, 2010 | FluxOR thallium flux fluorescence; stronger effect = lower value | hit rate 1.2% among 310,000;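 active means ratio B-score over 3 SD below the library mean, with starting fluorescence within 5 SD of its mean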;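 further: negative B-score means less thallium flux so channel inhibition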
hERG rescue = hERG rescue from dofetilide block, primary screen, cell-based, CHO-hERG, FluxOR thallium flux, dofetilide IC70 | Voltage-gated inwardly rectifying potassium channel KCNH2 (Homo sapiens), Q12809 | dofetilide IC70 present | activation (rescue from dofetilide block), less the hit threshold, % at 10 µM | hit rate 0.51% among 310,000 | AID 1511, 2009;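 active means activation above the mean of controls blocked by dofetilide plus 5 SD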;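 further: thallium influx through hERG after potassium depolarization seen as dye fluorescence rise; in these data hits start at about 4.7%; inactives centre near -7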
TRPC4 act = activators of mouse TRPC4 channel, primary screen, Fluo4 calcium, HEK293 TRPC4beta/mu-opioid cells; Short transient receptor potential channel 4 (Mus musculus), Q9QUQ5; B-score at 10 µM; hit rate 0.49% among 310,000; AID 2237, 2010; Fluo4 calcium fluorescence; stronger effect = higher value;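 active means B-score above 5 SD of library B-scores, and initial fluorescence ratio not above library mean plus 5 SD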;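 further: positive B-score marks a calcium rise read as TRPC4 activation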
Target sequence (Q9QUQ5 whole entry, looked up): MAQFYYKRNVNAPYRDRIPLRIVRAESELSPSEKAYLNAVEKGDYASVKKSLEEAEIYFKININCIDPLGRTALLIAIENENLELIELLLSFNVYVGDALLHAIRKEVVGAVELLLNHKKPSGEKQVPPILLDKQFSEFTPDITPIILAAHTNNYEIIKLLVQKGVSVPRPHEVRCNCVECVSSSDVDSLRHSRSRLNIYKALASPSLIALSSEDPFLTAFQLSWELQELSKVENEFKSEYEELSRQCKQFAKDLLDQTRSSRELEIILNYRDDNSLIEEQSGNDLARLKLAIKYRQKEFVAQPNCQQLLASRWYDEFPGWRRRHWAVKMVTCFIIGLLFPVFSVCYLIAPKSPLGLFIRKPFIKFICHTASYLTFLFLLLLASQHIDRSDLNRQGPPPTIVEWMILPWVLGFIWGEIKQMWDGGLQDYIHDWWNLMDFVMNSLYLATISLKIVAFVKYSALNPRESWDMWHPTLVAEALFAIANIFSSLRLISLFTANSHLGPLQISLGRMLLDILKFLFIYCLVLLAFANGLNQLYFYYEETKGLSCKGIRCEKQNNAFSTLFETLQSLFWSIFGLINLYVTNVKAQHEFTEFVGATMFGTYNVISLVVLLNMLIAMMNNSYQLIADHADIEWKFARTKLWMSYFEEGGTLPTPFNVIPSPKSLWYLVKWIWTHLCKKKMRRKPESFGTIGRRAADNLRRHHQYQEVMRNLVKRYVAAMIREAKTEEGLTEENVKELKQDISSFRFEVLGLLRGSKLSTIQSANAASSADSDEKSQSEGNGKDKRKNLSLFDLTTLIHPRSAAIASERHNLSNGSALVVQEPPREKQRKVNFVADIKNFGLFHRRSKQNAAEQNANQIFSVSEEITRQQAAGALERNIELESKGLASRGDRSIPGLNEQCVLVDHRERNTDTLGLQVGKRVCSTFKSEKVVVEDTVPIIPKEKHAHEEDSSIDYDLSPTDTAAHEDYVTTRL
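Technique: kinetic Fluo4 calcium fluorescence; Test system: TRPC4beta and mu-opioid receptor HEK293 stable cells; Measure: B-scored integrated calcium fluorescence ratio; Benchmarks: low control buffer alone, high control maximal DAMGO; Schedule: 45 min room-temperature Fluo4 loading, 110 s read.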
TRPC4 PAM = positive allosteric modulators of TRPC4, primary screen, cell-based, mouse TRPC4beta, HEK293 mu-opioid, Fluo-4 calcium. DAMGO EC20, Fluo-4 Ca2+ flux; stronger effect = higher value. B-score at 10 µM. hit rate 0.42% among 310,000. AID 2227, 2009;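 active means B-score of calcium response area above 5 SD of library B-scores, with initial fluorescence ratio within 5 SD of library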;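 further: B-score of integrated fluorescence ratio over time as area under calcium response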
KCNQ1 inh = inhibitors of human KCNQ1 channel, primary screen, cell-based, thallium flux, high-throughput; Potassium voltage-gated channel subfamily KQT member 1 (Homo sapiens), P51787; CHO-K1 KCNQ1, FluxOR thallium flux fluorescence; stronger effect = higher value; B-score at 10 µM; hit rate 1.3% among 310,000;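 active means compounds whose thallium flux B-score, printed positive for inhibition, exceeds three library SD while starting fluorescence stays within three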;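 further: channel opened by potassium depolarization with thallium stimulus after 20 min compound exposure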
TRPC4 block = inhibitors of mouse TRPC4 channel, primary screen, Fluo4 calcium, HEK293 TRPC4beta/mu-opioid cells; DAMGO-evoked Fluo4 calcium flux; stronger effect = lower value; hit rate 0.39% among 300,000; AID 2247, 2010; B-score at 10 µM;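 active means B-score over 3 SD under the library average, no early fluorescence shift, positive overall ratio signal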
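Assay system – HEK293 line stably carrying TRPC4beta and mu-opioid receptor · Doses – single dose · Detection – Fluo4 calcium-dye fluorescence, kinetic read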
KCNQ1 act = potentiators or activators of KCNQ1 channel, primary screen, cell-based, thallium flux, high-throughput; Potassium voltage-gated channel subfamily KQT member 1 (Homo sapiens), P51787; CHO-K1 KCNQ1, thallium flux FluxOR fluorescence; stronger effect = higher value; B-score at 10 µM; hit rate 0.35% among 310,000;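 active means fluorescence ratio B-score, a plate-corrected score, at least three library SD, with initial intensity B-score within 5 SD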
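assay system = KCNQ1-transfected CHO-K1 cells | medium = assay buffer with matched DMSO | probe or stimulus = depolarizing K+/Tl+ stimulus, K2SO4 and Tl2SO4 each 12.5 mM in 5x stock | dosing = single dose | incubation = dye 90 min, compound 20 min, room temperature | detection = kinetic FluxOR fluorescence, 10 s baseline plus 110 s post-stimulus | evaluation = ratio B score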
DYRK1A inh = rat Dyrk1A kinase inhibitors, primary screen, biochemical, single point, plate reader; hit rate 0.43% among 310,000; ADP-Glo luminescence, NFATc1 peptide; AID 504441, 2011; inhibition, % at 12.5 µM; Dual specificity tyrosine-phosphorylation-regulated kinase 1A (Rattus norvegicus), Q63470; in the data active means inhibition above about 50%;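 further: plate controls were vehicle with enzyme for no effect and no enzyme for full effect; many of its hits are not listed in these tables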
* = called active by the depositor; i = inactive; . = no result given.

SMILES	KCNK3 block	Platelet DG rel	PolyA inh	KCNK9 inh	hERG rescue	TRPC4 act	TRPC4 PAM	KCNQ1 inh	TRPC4 block	KCNQ1 act	DYRK1A inh
COc1ccc(S(=O)(=O)N(Cc2cc3cc(C)ccc3[nH]c2=O)CC2CCCO2)cc1 (configuration not stated)	i	-2	i	i	-1	i	i	i	i	i	-1
CCOc1ccc(NC(=O)CSc2nc(N3CCOCC3)nc(N3CCOCC3)n2)cc1	i	-6	i	i	-11	i	i	i	i	i	-5
CC(C)(C)N1C(=O)[C@H]2[C@@H](c3ccc(Br)cc3)N3C(=O)N(c4ccccc4)C(=O)[C@@]3(Cc3ccccc3)[C@H]2C1=O	i	1	i	i	-5	i	i	i	i	i	2
O=c1oc2ccccc2c2c1SC(C(F)(F)F)C2 (configuration not stated)	i	2	i	i	-6	i	i	i	i	i	-3
CN(CC(=O)NCCc1ccc(F)cc1)Cc1ccc(Br)cc1	i	5	i	i	-13	i	i	i	i	i	1
Cc1ccccc1Oc1cccc(C(=O)/C(C#N)=C/N(C)C)c1	i	3	i	i	-3	i	i	i	i	i	-10
Fc1ccc(-c2ccnc(=S)[nH]2)cc1	i	0	i	i	-3	i	i	i	i	i	6
Cc1c(Cl)cccc1NC(=S)N(Cc1ccccc1)Cc1cccnc1	i	7	i	i	-9	i	i	i	i	i	14
O=C(NC1CCOC1)c1cc(COc2cccc(C(F)(F)F)c2)on1 (configuration not stated)	i	8	i	i	-7	i	i	i	i	i	6
CC(C)c1cc(=O)n2[nH]c(SCc3ccccc3Cl)nc2n1	i	-4	i	i	1	i	i	i	i	i	-1
Cc1ccc(S(=O)OCC(=O)Nc2cc(Cl)ccc2N2CCOCC2)cc1 (configuration not stated)	i	4	i	i	-12	i	i	i	i	i	-2
CCOC(=O)N1CCN(c2nc(=S)n(-c3ccccc3)c(C)c2C(C)=O)CC1	i	22	i	i	-3	i	i	i	i	i	2
CCNC(=S)N(CCO)Cc1cc2cc3c(cc2[nH]c1=O)OCO3	i	-4	i	i	-5	i	i	i	i	i	-1
COc1ccc(-c2cc(=O)c3cc(OC)c(OC)cc3[nH]2)cc1	i	-1	i	i	-7	i	i	i	i	i	13
CCc1cccc(CC)c1NC(=O)CSc1nnc(CCC(=O)O)c(=O)[nH]1	i	1	i	i	-8	i	i	i	i	i	-5
COCCNC(=O)c1onc(CSc2ccccc2)c1C(=O)NCCOC	i	3	i	i	-9	i	i	i	i	i	-5
O=C1CCCCC1Sc1nnc(-c2ccc3c(c2)OCO3)o1 (configuration not stated)	i	11	i	i	-13	i	i	i	i	i	22
Cc1ccc2c(c1)N(S(=O)(=O)c1cc(-c3cc(C)no3)ccc1C)CCO2	i	5	i	i	-8	i	i	i	i	i	0
Cc1ccc(CNC(=O)c2ccc(N3CCC4(CC3)CC(c3ccccc3)=NO4)c(NC(=O)c3ccccc3)c2)cc1	i	1	i	i	-6	i	i	i	i	i	1
CC(C)Oc1ccc(Br)cc1/C=N\NC(N)=S	i	-5	i	i	-6	i	i	i	i	i	-12
Cc1cccc(NC(=O)Cn2c(O)c(N=NC(=O)c3ccncc3)c3ccccc32)c1	i	6	i	i	-5	i	i	i	i	i	.
CCOC(=O)C1(Cc2cccc(Cl)c2)CCCN(C(=O)c2occc2C)C1 (configuration not stated)	i	1	i	i	-13	i	i	i	i	i	0
NC(=O)COc1ccc(C2c3c(oc4ccccc4c3=O)C(=O)N2CC2CCCO2)cc1 (configuration not stated)	i	-2	i	i	-8	i	i	i	i	i	3
Cc1ccc(O)c(-c2cc(-c3cccc(F)c3)n[nH]2)c1	i	-1	i	i	-10	i	i	i	i	i	26
C/C(=N\OC(=O)c1ccc(Cl)cc1)c1nccs1	i	23	i	i	-2	i	i	i	i	i	6
Continued:
SMILES	KCNK3 block	Platelet DG rel	PolyA inh	KCNK9 inh	hERG rescue	TRPC4 act	TRPC4 PAM	KCNQ1 inh	TRPC4 block	KCNQ1 act	DYRK1A inh
COc1ccc(N2CCN(C(=O)CN(C3CCCCC3)S(C)(=O)=O)CC2)cc1	i	-8	i	i	32*	i	i	i	i	i	-2
CN1C(C(=O)NCCc2cccs2)CC2Cn3c(nc4cc5ccccc5cc43)C21 (configuration not stated)	i	-2	i	i	-8	i	i	i	i	i	1
COC(=O)CN1C(=O)[C@H]2[C@@H](/C=C/c3ccccc3)N3C(=O)CN(CC4CC4)C(=O)[C@@]3(Cc3ccccc3)[C@H]2C1=O	i	-3	i	i	-9	i	i	i	i	i	5
COc1ccc(/C=N/NC(=O)c2snnc2C)c(OC)c1OC	i	2	i	i	-2	i	i	i	i	i	.
CCCCCNCC(=O)Nc1cccc(C(=O)Nc2cccc(C(F)(F)F)c2)c1	i	-2	i	i	-28	i	i	6*	i	i	10
Cc1cc(C)n(CC(C)NC(=O)c2cc(COc3c(F)cccc3F)on2)n1 (configuration not stated)	i	2	i	i	-10	i	i	i	i	i	.
COc1ccccc1N1CCN(c2nc(C)nc3c2oc2ccccc23)CC1	-9*	7	i	-14*	-27	i	i	i	i	i	6
C=CCOc1ccc(/C=C2\SC(=S)N(N3CCOCC3)C2=O)cc1	i	-4	i	i	-7	i	i	i	i	i	-10
CCS(=O)(=O)N1CCCC(C(=O)NCc2ccccc2Cl)C1 (configuration not stated)	i	11	i	i	-4	i	i	i	i	i	1
CCCCc1nnc(SCC(=O)Nc2nccs2)n1C	i	10	i	i	-9	i	i	i	i	i	28
O=C(NCc1ccncc1)C1CCN(S(=O)(=O)c2cc(Cl)ccc2Cl)CC1	i	2	i	i	-6	i	i	i	i	i	4
CCOc1ccc2nc(SCC(=O)c3ccccc3)sc2c1	i	-10	i	i	-5	i	i	i	i	i	-15
O=C(Nc1ccc(F)cc1)Nc1ccc(N2CCCC2)c(S(=O)(=O)Nc2ccccc2Cl)c1	i	-13	i	i	-11	i	i	i	i	i	1
O=C(Nc1nnc(S(=O)(=O)Cc2ccc(F)cc2)s1)c1ccccc1F	i	4	i	i	-7	i	i	i	i	i	6
COc1ccccc1N1CCN(C(=O)Cn2nnc(-c3ccncc3)n2)CC1	i	8	i	i	-5	i	i	i	i	i	4
CCOC(=O)c1cc2c(nc1N)CCCC2	i	1	i	i	-12	i	i	i	i	i	.
CCOC(=O)NC(NC(=O)OCC)C(=O)c1ccccc1	i	-3	i	i	-13	i	i	i	i	i	0
CN(C)S(=O)(=O)c1ccc(-c2ccccc2)cc1	i	-2	i	i	0	i	i	i	i	i	3
O=c1[nH]ncc(N/N=C\c2cccs2)c1Cl	i	1	.	i	-4	i	i	i	i	i	-8
Cc1c(NS(=O)(=O)c2ccc3c(c2)n(C)c(=O)n3C)c(=O)n(-c2ccccc2)n1C	i	11	i	i	-1	i	i	i	i	i	9
COC(=O)NCC(c1ccc2c(c1)OCO2)N1CCN(c2ccccc2)CC1 (configuration not stated)	i	6	i	i	-4	169*	i	i	i	i	9
CCCCC#Cc1cncc(C(=O)N/N=C/c2ccccc2)c1	i	-19	i	i	-10	i	i	i	i	i	-15
COc1ccccc1CN1CC(C(=O)NCCN2CCOC2=O)CCC1=O (configuration not stated)	i	-8	i	i	-11	i	i	i	i	i	-3
N#CCC(=O)N/N=C/c1cn(Cc2ccc3ccccc3c2)c2ccccc12	i	-5	i	i	-11	i	i	i	i	i	10
N#Cc1cccc(NC(=O)Cc2ccccc2)c1	i	0	i	i	-12	i	i	i	i	i	1
(list continues)
SMILES	KCNK3 block	Platelet DG rel	PolyA inh	KCNK9 inh	hERG rescue	TRPC4 act	TRPC4 PAM	KCNQ1 inh	TRPC4 block	KCNQ1 act	DYRK1A inh
Cc1c(-n2c(O)c(C3=c4ccccc4=NC3=O)sc2=O)c(=O)n(-c2ccccc2)n1C	i	-1	i	i	-6	i	i	i	i	i	-2
COc1ccc([N+](=O)[O-])cc1NC(=O)C1CCCN1S(=O)(=O)c1cccs1 (configuration not stated)	i	3	i	i	-15	i	i	i	i	i	0
COc1ccc(Cl)cc1C(=O)NNC(=O)CCNC(C)=O	i	-2	i	i	-8	i	i	i	i	i	18
Cn1c(=O)c2c3c(sc2n2c(SCC(N)=O)nnc12)CC(C(C)(C)C)CC3 (configuration not stated)	i	-11	i	i	-2	i	i	i	i	i	35
CC(C)CC(=O)Nc1nnc(S(=O)(=O)Nc2ccccc2)s1	i	10	i	i	-6	i	i	i	i	i	0
O=C(C1COc2ccccc2O1)N1CCN(c2ccccc2F)CC1 (configuration not stated)	i	0	i	i	-2	i	i	i	i	i	3
COc1ccc(C2C(C#N)=C(N)OC3=C2C(=O)CC(C)(C)C3)cc1Cn1nc(C)c([N+](=O)[O-])c1C (configuration not stated)	i	-9	i	i	-7	i	i	i	i	i	-6
CCC(=O)N1CCN(c2ccc(NC(=O)c3cc4ccccc4o3)cc2)CC1	i	-3	i	i	-3	i	i	i	i	i	3
Cc1cc(C)nc(NC(=O)NC(=O)c2ccccc2)n1	i	4	i	i	-11	i	i	i	i	i	20
COCCNCC(=O)C12CC3CC(CC(C3)C1)C2	i	5	i	i	-6	i	i	i	i	i	.
Nc1ccccc1Oc1ccc2ccccc2c1	i	-4	i	i	-10	i	i	i	i	i	-1
Cc1nn2c(NCc3ccccn3)cc(C(C)(C)C)nc2c1-c1ccccc1	i	4	i	i	-10	i	i	i	i	i	.

An excerpt. The share of hits here may be higher or lower than overall.
